From PubChem
Pol beta inh = qHTS Assay for Inhibitors of DNA Polymerase Beta; P06746; Pol beta primer extension/strand displacement, fluorescence kinetic; Potency, µM (highest dose often 114 µM), inactives show at the highest dose activity change, negative = inhibition, most hits filed as inhibitors; 1.3% of 340,000 active; AID 485314, 2010; further: potency means the concentration at half of the fitted maximal effect; on the % scale 0 is the no-effect control and ±100 the full control effect
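Homogeneous kinetic assay of primer extension and strand displacement by 10 nM Pol beta, preincubated 15 min at room temperature with compound before 50 nM substrate (final) was added. Read at 0 and 10 min; four-parameter Hill fit.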
POLK inh = qHTS for Inhibitors of Polymerase Kappa | purified Pol kappa, fluorescent DNA synthesis assay, 10 min | Potency, µM (highest dose often 107 µM), for the others: at the top dose activity, negative = inhibition, actives largely listed as inhibitors | 0.53% of 400,000 active | AID 588579, 2011; further: potency means the concentration at half of the fitted maximal effect; on the % scale 0 is the no-effect control and ±100 the full control effect
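First, compounds were pin-transferred onto 10 nM Pol kappa. After 15 min at room temperature, substrate was added to 50 nM final. Fluorescence was then measured kinetically at 0 and 10 min.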
RGS4 inhibitor = Inhibitors of Regulator of G Protein Signaling (RGS) 4: qHTS | Potency, µM (highest dose often 114 µM), for the others: at the top dose activity change, negative = inhibition, most hits filed as inhibitors | AID 504845, 2011 | 0.039% of 390,000 active | Transcreener GDP fluorescence polarization, RGS4-accelerated GTP hydrolysis | Regulator of G-protein signaling 4 (Homo sapiens), P49798; further: potency means the concentration at half of the fitted maximal effect; on the % scale 0 is the no-effect control and ±100 the full control effect; nearly all actives have a fitted effect of over 75% in size; some results filed as inactive show a strong effect at the top dose
Target sequence (P49798 whole entry, looked up): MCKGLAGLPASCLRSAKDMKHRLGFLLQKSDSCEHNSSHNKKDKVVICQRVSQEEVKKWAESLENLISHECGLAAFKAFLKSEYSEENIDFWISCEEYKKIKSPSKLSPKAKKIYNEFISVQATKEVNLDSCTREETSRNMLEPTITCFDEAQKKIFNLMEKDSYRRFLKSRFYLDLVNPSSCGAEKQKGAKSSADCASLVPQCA
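MLSMR compounds (23 nl, pin-transferred) preincubated 10 min at room temperature with a 500nM (2x) first reagent, then RGS4 at 900nM (2x) plus Transcreener GDP mix added; fluorescence polarization (620/688 nm) read before and after 90 min at 30 °C.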
LDHA block = qHTS assay for inhibitors of human lactate dehydrogenase | activity change, % (values are at about 110 or 230 µM) | L-lactate dehydrogenase A chain (Homo sapiens), P00338 | 0.15% of 480,000 active | purified LDHA, NADH/diaphorase-resazurin fluorescence; hits give low values | AID 1347041, 2019; in the data active means activity change below about -30%; inconclusive means mostly about -25% to -30%;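 further: plate controls were DMSO wells for no effect and wells without enzyme for full effect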
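Remaining NADH was detected by diaphorase (0.133 mg/mL) converting 37 µM resazurin to fluorescent resorufin, read at 0 and 20 minutes. The preceding 5-minute room-temperature reaction used 2 nM LDHA, 0.2 mM sodium pyruvate and 0.06 mM NADH at pH 7.4.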
ERG Ets-DNA blk = qHTS for Small Molecule Inhibitors of the ERG Ets/DNA interaction. Potency, µM (highest dose often 76.9 µM), inactives show at the highest dose FP activity, negative = inhibition, actives largely listed as inhibitors. fluorescence polarization, His-ERG Ets domain / labelled DNA. 0.028% of 370,000 active. AID 624246, 2012. Transcriptional regulator ERG (Homo sapiens), P11308; active means well fitted inhibition curve with a large enough effect in the polarisation, with a control signal flat; inconclusive means small, poorly fitted or top-dose-only effect, or effect the other way, or a change in a side signal; inactive means no such curve, though single readings can be large or run the other way; the % refers to the polarisation;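 further: polarization taken with two DNA probes labelled with fluorescein and Texas red; potency means the concentration at half of the fitted maximal effect; % of control where 0% means no effect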
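His-tagged ERG Ets domain (1 uM in the protein solution; 300mM KCl, 50mM Tris-HCl, 1mM EDTA, 1mM DTT, pH 7.5) received compound, then a probe mix of 5 nM fluorescein-DNA and 100nM Texas-615-DNA. Fluorescence polarization was read for both dyes.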
Pol eta inh = qHTS for Inhibitors of Polymerase Eta. DNA polymerase eta (Homo sapiens), Q9Y253. recombinant Pol eta, fluorescent DNA replication assay. Potency, µM (titrated, usually from 114 µM), for the others: at the highest dose activity change, negative = inhibition, most hits filed as inhibitors. 1.2% of 390,000 active. AID 588591, 2011; further: potency means the concentration at half of the fitted maximal effect; on the % scale 0 is the no-effect control and ±100 the full control effect
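Fluorescent replication assay: 50 nM final substrate added after a 15 min room-temperature compound preincubation with 10 nM enzyme. Signal taken at 0 min and again at 10 min.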
APE1 inh = qHTS Assay for Inhibitors of the Human Apurinic/apyrimidinic Endonuclease 1 (APE1); AID 2517, 2012; recombinant APE1, TAMRA/BHQ-2 abasic DNA cleavage fluorescence; Potency, µM (series often up to 65.8 µM), without a hit: top-dose activity change, negative = inhibition, usual class: inhibitors; 0.35% of 350,000 active;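 further: potency means the concentration at half of the fitted maximal effect; plate controls were vehicle for no effect and reference inhibitor for full effect; nearly all actives have a fitted effect of over 55% in size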
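APE1 at 0.75 nM preincubated 15 min at room temperature with compound. Reaction then started with 50 nM double-stranded THF-abasic substrate labelled with TAMRA/BHQ-2, and 525/598 nm fluorescence read kinetically. Activity taken as third-minus-first read difference, normalized to DMSO and NSC13755 controls.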
12-LOX inh = Primary qHTS assay for inhibitors of human arachidonate 12S-lipoxygenase (ALOX12): Round 2; Polyunsaturated fatty acid lipoxygenase ALOX12 (Homo sapiens), P18054; purified 12hLO, xylenol orange hydroperoxide absorbance; Potency, µM (highest dose often 108 µM), for inactives: at the highest dose activity change, negative = inhibition, usual class: inhibitors; 1.1% of 580,000 active; AID 1671190, 2021; further: potency means the concentration at half of the fitted maximal effect; on the % scale 0 is the no-effect control and ±100 the full control effect
Target sequence (P18054 whole entry, looked up): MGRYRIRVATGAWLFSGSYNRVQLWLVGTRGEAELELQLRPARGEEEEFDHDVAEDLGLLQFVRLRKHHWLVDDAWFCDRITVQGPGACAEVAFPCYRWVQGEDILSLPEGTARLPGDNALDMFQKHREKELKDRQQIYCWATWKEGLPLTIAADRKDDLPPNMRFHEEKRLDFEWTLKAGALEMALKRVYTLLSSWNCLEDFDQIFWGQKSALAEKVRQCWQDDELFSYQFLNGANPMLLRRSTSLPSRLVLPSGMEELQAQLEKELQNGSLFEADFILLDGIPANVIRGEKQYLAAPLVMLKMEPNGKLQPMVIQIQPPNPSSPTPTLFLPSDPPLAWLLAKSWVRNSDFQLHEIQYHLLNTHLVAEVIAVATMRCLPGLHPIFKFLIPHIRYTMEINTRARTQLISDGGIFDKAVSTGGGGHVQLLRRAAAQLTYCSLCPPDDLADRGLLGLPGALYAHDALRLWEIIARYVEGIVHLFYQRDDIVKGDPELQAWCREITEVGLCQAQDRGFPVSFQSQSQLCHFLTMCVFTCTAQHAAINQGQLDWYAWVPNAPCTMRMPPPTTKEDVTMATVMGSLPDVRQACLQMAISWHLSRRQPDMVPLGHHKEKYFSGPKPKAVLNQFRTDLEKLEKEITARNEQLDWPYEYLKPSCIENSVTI
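Hydroperoxide product was detected by ferrous iron/xylenol orange as the 573 to 405 nm absorbance ratio. Arachidonic acid at 40 uM (final) was turned over for 30 min at room temperature by 150 nM human 12hLO, pH 7.0 Hepes buffer, after 15 min compound preincubation.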
Anesthetic bind = qHTS Assay for Identification of Novel General Anesthetics; Ferritin light chain (Equus caballus), P02791; AID 485281, 2010; apoferritin/1-aminoanthracene competitive binding, fluorescence; Potency, µM (series often up to 77.5 µM), for the others: top-dose activity change, negative = displacement, hits mostly inhibitors; 0.074% of 350,000 active; further: potency means the concentration at half of the fitted maximal effect; on the % scale 0 is the no-effect control and ±100 the full control effect; nearly all actives have a fitted effect of over 20% in size
Target sequence (P02791 2-175 limits assumed): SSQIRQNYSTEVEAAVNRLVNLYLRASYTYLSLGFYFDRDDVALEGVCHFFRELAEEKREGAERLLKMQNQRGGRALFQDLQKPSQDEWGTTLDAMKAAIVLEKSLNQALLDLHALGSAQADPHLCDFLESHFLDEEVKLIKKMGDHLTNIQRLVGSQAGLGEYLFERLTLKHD
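Apoferritin-based anesthetic binding model; compound displacement of fluorescent 1-AMA measured as endpoint fluorescence after 10 minutes at room temperature, scaled to free-ligand and complex controls.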
* hit, by the source's call; ? = inconclusive; . = no result given; & = joins results of further samples; [ ] = dose if it differs, or a comment. Unless noted, the call rests on the fitted dose curve; in most records, active means well fitted curve in the direction sought with a large enough effect; inconclusive means small, poorly fitted or top-dose-only effect, or another doubt; inactive means no such curve, though single readings can be large; an effect the other way counts as inactive or inconclusive.

| Molecule | Pol beta inh | POLK inh | RGS4 inhibitor | LDHA block | ERG Ets-DNA blk | Pol eta inh | APE1 inh | 12-LOX inh | Anesthetic bind |
| --- | --- | --- | --- | --- | --- | --- | --- | --- | --- |
| COc1cc(C(=O)NCC(c2ccco2)N2CCc3ccccc32)cc(OC)c1OC (centres undefined) | . | 6% | -8% | 0 | -8% | -18% | -11% | ? | . |
| Cc1nnc2nc(-c3ccccc3)nc(-c3ccccc3)n12 | 79% | -7% | 1% | -13 | -12% | -8% | -2% | 11% | -7% |
| CC(=O)NC(=O)COC(=O)c1ccc2ncsc2c1 | 0% | -5% | 9% | -20 | 5% | 1% | ? | 0% | -7% |
| O=C(Cc1ccccc1)NNC1CC(=O)N(c2ccc(Br)cc2)C1=O (centres undefined) | -6% | -1% | -37% | -3 | -9% | -17% | 4% | -17% | -8% |
| CS/C(Nc1cc(Cl)ccc1Cl)=C(/C#N)C(=O)c1ccco1 | -1% | -11% | 22% | -48* | -2% | ? | -4% | -85% | -9% |
| O=C(CSc1nc2ccccc2s1)N1c2ccccc2Sc2ccccc21 | 10% | 4% | -11% | -6 | 6% | 5% | 16% | 0% | 3% |
| Cn1c(=O)n(C)c2cc(CNCc3ccccc3Cl)ccc21 | ? | -13% | -13% | 0 | 5% | -18% | . | -7% | -4% |
| COc1cc(-c2nn3c(-c4cccc(C)c4)nnc3s2)cc(OC)c1OC | ? | -3% | -4% | -8 | -1% | -11% | -1% | -6% | -9% |
| CCn1cc(C(=O)NCc2cccs2)c(=O)c2ccc(C)nc21 | 5% | -15% | -31% | -1 | -3% | -9% | 8% | -6% | -2% |
| CCCCSCc1ccc(C(=O)O)o1 | 6% | 0% | 6% | -11 | 5% | -7% | -4% | ? | -1% |
| COCCNC(=O)C1Nc2ccc(OC(F)(F)F)cc2C2C=CCC12 (centres undefined) | . | 1% | -14% | 0 | 0% | -27% | . | -22% | . |
| FC(F)(F)c1cccc(OCc2nnc3n2CCC3)c1 | -2% | 0% | 21% | -8 | -12% | -20% | 0% | -22% | -8% |

Reprinted from the part before: 4 entries, then new ones.
| Molecule | Pol beta inh | POLK inh | RGS4 inhibitor | LDHA block | ERG Ets-DNA blk | Pol eta inh | APE1 inh | 12-LOX inh | Anesthetic bind |
| --- | --- | --- | --- | --- | --- | --- | --- | --- | --- |
| CCn1cc(C(=O)NCc2cccs2)c(=O)c2ccc(C)nc21 | 5% | -15% | -31% | -1 | -3% | -9% | 8% | -6% | -2% |
| CCCCSCc1ccc(C(=O)O)o1 | 6% | 0% | 6% | -11 | 5% | -7% | -4% | ? | -1% |
| COCCNC(=O)C1Nc2ccc(OC(F)(F)F)cc2C2C=CCC12 (centres undefined) | . | 1% | -14% | 0 | 0% | -27% | . | -22% | . |
| FC(F)(F)c1cccc(OCc2nnc3n2CCC3)c1 | -2% | 0% | 21% | -8 | -12% | -20% | 0% | -22% | -8% |
| COC(=O)c1ccc(-n2cncn2)c(F)c1 | 20% | -6% | 18% | -8 | -8% | 10% | 0% | -7% | -6% |
| Cc1nc2cccc(C(=O)NC3CCCCC3)c2o1 | -1% | 5% | -20% | 10 | 3% | -9% | -2% | 0% | -8% |
| Cc1cccc(CSc2cccc3cccnc23)c1 | -19% | -13% | 19%[11.4 µM] | 0 | 7% | -6% | -3% | 1% | ? |
| N#CC[C@H](Cc1ccccc1)N1CC[C@@H](NC(=O)OCc2ccccc2)CCC1=O | 12% | 1%&-2% | -2% | -6 | 4% | -6% | 16% | 21% | -3% |
| COc1cc(NC(=O)c2cccs2)c(C(=O)OCC(=O)NC(=O)NC(C)(C)C)cc1OC | 1% | -2% | -1% | 4 | -9% | -10% | -3% | -13% | -1% |
| O=C(Cn1cnc2ccccc2c1=O)c1ccccc1 | 4% | 4% | 11% | 0 | 4% | -15% | 5% | -14% | 5% |
| CC(C)C[C@@H](NC(=O)[C@H]1CCCN1C(=O)Cc1ccccc1)C(N)=O | 35% | 4% | 10% | -2 | -5% | -7% | -2% | 8% | 11% |
| Cc1ccc(N2C(=O)C(Cl)=C(N3CCOCC3)C2=O)cc1Cl | -2% | -19% | ? | -4 | . | -1% | 1% | -4% | 6% |
| Cc1cc(N)n(Cc2cccs2)n1 | -2% | 16% | -5% | 2 | 12% | -12% | ? | 16% | -3% |
| CCCc1cc(=O)oc2c(C)c3c(cc12)CN(CCc1ccc(Cl)cc1)CO3 | -17% | 2% | 4% | -7 | -1% | -6% | . | -67% | 190%[activator] |
| Cc1ccccc1C(=O)Nc1ccc(N2CCOCC2)nc1 | 33% | -17% | -1% | 1 | 1% | -13% | -4% | -10% | -5% |
| O=C1C2C(c3ccccc3)C=CC(c3ccccc3)C2C(=O)N1C1CCCCC1 (centres undefined) | 12% | 11% | -19% | 2 | 0% | -14% | 2% | 18% | -9% |

Gathered by group, those above containing a cyano group
| Molecule | Pol beta inh | POLK inh | RGS4 inhibitor | LDHA block | ERG Ets-DNA blk | Pol eta inh | APE1 inh | 12-LOX inh | Anesthetic bind |
| --- | --- | --- | --- | --- | --- | --- | --- | --- | --- |
| CS/C(Nc1cc(Cl)ccc1Cl)=C(/C#N)C(=O)c1ccco1 | -1% | -11% | 22% | -48* | -2% | ? | -4% | -85% | -9% |
| N#CC[C@H](Cc1ccccc1)N1CC[C@@H](NC(=O)OCc2ccccc2)CCC1=O | 12% | 1%&-2% | -2% | -6 | 4% | -6% | 16% | 21% | -3% |

Going on with the list.
canonical_smiles | Pol beta inh | POLK inh | RGS4 inhibitor | LDHA block | ERG Ets-DNA blk | Pol eta inh | APE1 inh | 12-LOX inh | Anesthetic bind
CC1CN(C(=O)c2ccc(Oc3ccccc3)cc2)CC(C)O1 (centres undefined) | -1% | -12% | 24% | -6 | -3% | -8% | -6% | -14% | -4%
COc1ccc(CN2CCN(S(=O)(=O)c3ccc(NC(C)=O)cc3)CC2)cc1 | -22% | -12% | 8% | -20 | -4% | -7% | -2% | -15% | -6%
CN(Cc1ccccc1)C(=O)c1ccc(NC(=O)Cc2ccc(NC(=O)C3CCN(C(=O)c4ccccc4)CC3)cc2)cc1 | . | 0% | -11% | -4 | 13% | -12% | . | -3% | .
O=C(N/N=C/c1ccccc1)NC1CCCCC1 | -1% | -15% | 11% | -4 | . | -10% | 17% | -24% | -8%
COc1ccc(-c2cn3cccnc3n2)cc1NC(=O)CC(C)C | -23% | -12% | 13% | -4 | 1% | -16% | -1% | 13% | 5%
COc1ccc(C2=Nn3c(nnc3-c3ccccc3OC)SC2)cc1OC | 7% | -11%&0% | -40%&-4% | -6&3 | 3% | -9% | -2%&-6% | -22% | -16%&-22%
Cc1c(Cl)cccc1NC(=O)c1cccc(OC(F)F)c1 | 8% | -15% | 0% | 7 | -2% | -25% | 13% | -10% | -13%
COc1ccc2nc(-c3ccccc3)[nH]c(=O)c2c1 | . | -14% | 1% | -11 | -14% | 2% | . | -2% | .
COc1ccccc1/C=C/C1(C(=O)NC2CCCC2)CC(=O)N1c1ccccc1 (centres undefined) | -27% | 4% | 14% | -2 | -2% | -23% | -5% | 13% | -17%
O=C(NCc1ccncc1)c1cc(-c2ccc(Cl)cc2)oc1C(F)(F)F | 0% | -5% | -2% | -4 | 9% | -14% | -3% | 0% | -7%
CCOc1ccc(OC(=O)c2c(-c3ccccc3Cl)noc2C)cc1 | -2% | -9%[60.1 µM] | 18% | -3 | -15% | -2% | . | -17% | 1%
Cc1ccc(C)c(N2CCN(C(=O)CN3CCSc4ccc(S(=O)(=O)N(C)C)cc43)CC2)c1 | -18% | -4%[60.1 µM] | -18% | 5 | -2% | -15% | . | -13% | 21%
COc1ccc2c(Sc3ccccc3)c(C(=O)NCc3cc(Br)ccc3OC)[nH]c2c1 | 1% | -15% | 10% | -6 | -1% | -7% | . | ? | -5%
Cc1ccc(CNc2nc3nc(C)c(Cl)c(C)n3n2)cc1 | 23% | 10% | -6% | -12 | -2% | -5% | . | -5% | -12%
O=C(CN(C(=O)C1COc2ccccc2O1)c1ccccc1)NCC1CCCO1 (centres undefined) | 28% | -2% | -8% | -3 | . | 1% | 2% | -15% | -9%
COc1ccc(OCCSc2nc3ccccc3n2CC(=O)N2CCOCC2)cc1 | 11% | -12% | 38% | -8 | 11% | -9% | . | ? | 4%
Cc1ccc(OCCNC(=O)Cn2cnc3c(=O)n(C)c(=O)n(C)c32)cc1C | -4% | -24% | -26% | -5 | 0% | 0% | -1% | -16% | -3%
Cc1cnc(NC(=O)Cn2cnc3c2c(=O)n(C)c(=O)n3C)s1 | 9% | -4% | 2% | -7 | -7% | -20% | -2% | ? | 0%
CN(Cc1ccsc1)C(=O)CCc1nnc(CCCc2ccccc2)o1 | -10% | -10% | -20% | -10 | 0% | -7% | 3% | 16% | -16%

This is a subset; count on the stated rates, not on these rows.
